LmPK inh: LmPK (Leishmania mexicana) enzyme inhibition; Q27686; purified LmPK, Kinase-Glo ATP luminescence, 1 h; Potency, µM (series often up to 57.5 µM), for the others: at the top dose activity change, negative = inhibition, most hits filed as inhibitors; hit rate 0.37% among 290,000; also: potency is read from the fitted curve at half-maximal effect
Target sequence (Q27686 whole entry, looked up): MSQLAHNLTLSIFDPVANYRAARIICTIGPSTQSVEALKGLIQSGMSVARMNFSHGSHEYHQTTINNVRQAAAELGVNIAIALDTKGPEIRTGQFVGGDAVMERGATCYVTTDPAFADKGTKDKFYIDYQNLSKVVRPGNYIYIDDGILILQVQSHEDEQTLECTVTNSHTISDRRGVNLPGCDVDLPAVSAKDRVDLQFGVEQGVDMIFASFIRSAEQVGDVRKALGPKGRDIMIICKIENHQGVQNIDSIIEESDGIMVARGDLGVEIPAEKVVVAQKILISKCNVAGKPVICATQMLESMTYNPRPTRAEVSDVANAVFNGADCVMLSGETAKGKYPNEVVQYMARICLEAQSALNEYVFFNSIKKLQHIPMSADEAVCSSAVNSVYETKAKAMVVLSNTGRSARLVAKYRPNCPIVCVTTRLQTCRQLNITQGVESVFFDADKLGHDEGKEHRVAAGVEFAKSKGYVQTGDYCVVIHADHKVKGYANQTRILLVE
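Purified LmPK (0.1 nM) converted ADP (0.1 mM) to ATP with PEP (0.5 mM) in imidazole buffer pH 7.2 with KCl and MgCl2, 1 h at room temperature. ATP was read by Kinase-Glo luminescence; data normalized to uninhibited and no-enzyme controls.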
AmpC inh no detg: AmpC beta-lactamase inhibition without detergent; AmpC nitrocefin hydrolysis, absorbance 480 nm, 0.0001% Triton; AID 485341; hit rate 0.52% among 330,000; Potency, µM (highest dose often 57.1 µM), for inactives: at the highest dose activity change, negative = inhibition, hits mostly inhibitors;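 also: potency is read from the fitted curve at half-maximal effect; plate controls were no compound for no effect and no enzyme for full effect; nearly all actives have a fitted effect of over 20% in size; some results filed as inactive show a strong effect at the top dose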
Target sequence (P00811 whole entry, looked up): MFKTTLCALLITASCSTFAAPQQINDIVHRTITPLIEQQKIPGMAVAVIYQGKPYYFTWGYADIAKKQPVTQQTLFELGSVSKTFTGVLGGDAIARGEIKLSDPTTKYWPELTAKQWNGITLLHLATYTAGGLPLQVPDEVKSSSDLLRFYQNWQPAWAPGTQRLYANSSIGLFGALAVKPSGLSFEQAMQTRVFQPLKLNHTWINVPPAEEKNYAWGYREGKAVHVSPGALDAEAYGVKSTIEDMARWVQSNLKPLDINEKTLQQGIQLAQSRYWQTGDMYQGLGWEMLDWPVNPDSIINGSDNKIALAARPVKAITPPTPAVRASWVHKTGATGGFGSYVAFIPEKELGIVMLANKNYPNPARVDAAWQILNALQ
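AmpC (5.3 nM in the dispensed reagent) in 20 mM phosphate pH 7.0 with 0.01% (detergent screen) or 0.0001% Triton X-100 was preincubated with compounds for 15 min at room temperature. Nitrocefin was then added from an 800 uM solution, and hydrolysis was followed at 480 nm.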
AmpC inh detg: AmpC beta-lactamase inhibition with detergent present; AmpC hydrolysis of nitrocefin, absorbance 480 nm, 0.01% Triton; Potency, µM (titrated, usually from 114 µM), inactives show at the highest dose activity change, negative = inhibition, hits mostly inhibitors; hit rate 0.041% among 370,000; AID 485294;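 also: potency is read from the fitted curve at half-maximal effect; 0% = no-compound wells and -100% = no-enzyme wells; nearly all actives have a fitted effect of over 25% in size; some results filed as inactive show a strong effect at the top dose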
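20 mM phosphate pH 7.0 + 0.01% (detergent screen) or 0.0001% Triton X-100; 5.3 nM AmpC reagent; cpd preinc 15 min RT; nitrocefin (800 uM stock) to start; A480 q20 s × 4 min; Activity was normalised to no-enzyme and no-compound control wells.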
AMA1 RON2 block: disrupts binding of P. falciparum AMA1 to RON2; AlphaScreen AMA1-biotinylated RON2 peptide binding; Potency, µM (highest dose often 58.2 µM), without a hit: at the top dose activity change, negative = inhibition, actives largely listed as inhibitors; hit rate 0.2% among 360,000;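 also: potency is read from the fitted curve at half-maximal effect; 0% = vehicle wells and -100% = peptide control; nearly all actives have a fitted effect of over 45% in size; some results filed as inactive show a strong effect at the top dose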
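AMA1 (3D7) with his tag at 25 nM final met compounds first, then biotinylated RON2 peptide at 25 nM; detection used donor plus acceptor beads, 10 µg/mL apiece, read by AlphaScreen after 30 min at room temperature.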
TbPYK inhibitor: blocks Trypanosoma brucei pyruvate kinase; Potency, µM (series often up to 76.8 µM), inactives show at the highest dose activity, negative = inhibition, most hits filed as inhibitors; AID 624173; Q57TT1; hit rate 0.12% among 410,000; TbPYK enzyme, Kinase-Glo Plus ATP luminescence, 45 min; also: potency is read from the fitted curve at half-maximal effect; nearly all actives have a fitted effect of over 50% in size
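Luminescent Kinase-Glo Plus end-point after 45 min room-temperature reaction of T. brucei pyruvate kinase started with 130 uM ADP (final). Buffer TEA 50 mM pH 7.2 with KCl, MgCl2, BSA, Tween-20; titration-based qHTS with fitted concentration-effect curves.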
HCMV antiviral: inhibitors of human cytomegalovirus | activity change, negative = inhibition, % at 57.5 µM | HFF cells, HCMV-luciferase reporter, 72 h; stronger effect = lower value | hit rate 4.5% among 410,000; in the data active = activity change below about -60%; inconclusive = no clear call, values can overlap the other calls; inactive = above about -39%
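Two compound doses tested in HFFs infected with HCMV-luciferase, MOI 1 PFU/cell, 72 h at 37C. Lysate luminescence read with OneGlo; data normalized against buffer-only and 10uM Salinomycin inhibitor controls.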
HCV inh: blocks hepatitis C virus; Huh7.5.1 HCVcc-Cre infection, luciferase reporter, 44 h; Potency, µM (titrated, usually from 41.8 µM), for inactives: at the top dose activity change, negative = inhibition, hits mostly inhibitors; hit rate 3.4% among 340,000; AID 651820; also: potency is read from the fitted curve at half-maximal effect
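Whole-lifecycle infectious HCVcc-Cre system; cells 1,000/well, compound then virus (~0.5 moi) added 4 h after plating, 44 h culture. Luciferase read 15 sec following 15 min substrate incubation, room temp.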
* marks the source's active call; other numbers are inactive results; & = joins results of further samples; [ ] = another dose, or the depositor's remark. Unless noted, calls follow the shape of the dose curve; as a rule, active = well fitted curve in the direction sought with a large enough effect; inconclusive = small, poorly fitted or top-dose-only effect, or another doubt; inactive = no such curve, though single readings can be large; an effect the other way counts as inactive or inconclusive. Unless noted, % is scaled to controls: 0 for no effect and ±100 for the full control effect.

Screening CC(=O)c1sc(N/N=C\c2ccc(C)cc2)nc1C returned LmPK inh 2%, AmpC inh no detg 37%, AmpC inh detg -12%, AMA1 RON2 block 0%, TbPYK inhibitor -7%, HCMV antiviral 56 and HCV inh inconclusive.
`O=C(O)c1cnc2[nH]c3ccccc3n2c1=O` gave LmPK inh -5%, AmpC inh no detg -10%, AmpC inh detg -3%, AMA1 RON2 block 16%, TbPYK inhibitor 0%, HCMV antiviral -7 and HCV inh 13%.
Screening CCc1ccccc1NC(=O)CN(C)C(=O)CSc1nnc(Nc2cccc(C)c2)s1 returned LmPK inh 4%, AmpC inh no detg 3%, AmpC inh detg 2%, AMA1 RON2 block 5%, TbPYK inhibitor 5%, HCMV antiviral -40 and HCV inh inconclusive.
For CCCCCC(C(=O)O)C(C)CC(=O)NC1CCCCC1 (stereo not drawn) the results were LmPK inh 1%, AmpC inh no detg -13%, AmpC inh detg -1%, AMA1 RON2 block 9%, TbPYK inhibitor -7%, HCMV antiviral 47 and HCV inh 4%.
For COc1ccc(-n2nc(C(=O)NCC(=O)N3CCCC3)c3ccccc3c2=O)cc1 the results were LmPK inh -1%, AmpC inh no detg 1%, AmpC inh detg inconclusive, AMA1 RON2 block 22%, TbPYK inhibitor -6%, HCMV antiviral 37 and HCV inh -3%.
Cc1nc(-c2ccc(C)c(S(=O)(=O)N3CCC(C(=O)NCc4ccc(F)cc4)CC3)c2)no1 was read as AmpC inh detg -7%, TbPYK inhibitor 2% and HCMV antiviral -23.
`Cc1cccn2c(=O)c3cc(C(=O)NCc4ccccc4)c(=N)n(CCOCCO)c3nc12` gave AmpC inh detg 0%, TbPYK inhibitor -2% and HCMV antiviral inconclusive.
For COc1cc(C(=O)NNC(=O)C2CC=CCC2C(=O)O)cc(OC)c1OC (stereo not drawn) the results were LmPK inh 3%, AmpC inh no detg -8%, AmpC inh detg inconclusive, AMA1 RON2 block 18%, TbPYK inhibitor -4%, HCMV antiviral 34 and HCV inh -29%.
For CCc1ccc(NC(=O)C(NS(=O)(=O)c2ccc3c(c2)CCN3C(C)=O)C(C)C)cc1 (stereo not drawn) the results were LmPK inh -4%, AmpC inh no detg -36%, AmpC inh detg 10%, AMA1 RON2 block 0%, TbPYK inhibitor 5%, HCMV antiviral -20 and HCV inh 26%.
Cc1ccc(Cn2c(C)c3cnn(CC(=O)NCCc4ccc(Cl)cc4)c(=O)c3c2C)cc1 was read as AmpC inh detg -3%, TbPYK inhibitor -3% and HCMV antiviral -24.
For CCC/C=C1/CCCOC(C(=O)NCCNCCO)(C(F)(F)F)C1 (stereo not drawn) the results were AMA1 RON2 block 29%, TbPYK inhibitor -4%, HCMV antiviral -17 and HCV inh 8%.
CCOC(=O)c1ccccc1NC(=O)CN(c1ccccc1OCC)S(C)(=O)=O was read as LmPK inh 5%, AmpC inh no detg 55%, AmpC inh detg -14%, AMA1 RON2 block -7%, TbPYK inhibitor -1%, HCMV antiviral -12 and HCV inh 18%.
`Cc1ccc(C)c(CN2C(=O)c3ccccc3S(=O)c3ccc(C(=O)NCc4ccccc4Cl)cc32)c1` (stereo not drawn) gave AmpC inh detg 11%, TbPYK inhibitor -11% and HCMV antiviral -27.
For O=C(CSc1ccccn1)N/N=C/c1cc([N+](=O)[O-])ccc1O the results were LmPK inh 0%, AmpC inh no detg -26%, AmpC inh detg 1%, AMA1 RON2 block 17%, TbPYK inhibitor 1%, HCMV antiviral -11 and HCV inh 21%.
O=C(/C=C/NNC(=O)c1ccccc1)c1ccc([N+](=O)[O-])cc1 was read as LmPK inh -25%, AmpC inh no detg -27%, AmpC inh detg 15%, AMA1 RON2 block 61%[activator], TbPYK inhibitor -6%, HCMV antiviral -98* and HCV inh 3.5µM*.
COc1cc2nc(Nc3ccc(F)cc3)nc(N)c2cc1OC was read as LmPK inh -2%, AmpC inh no detg 4%, AmpC inh detg -7%&11%, AMA1 RON2 block -4%, TbPYK inhibitor -1%&-6%, HCMV antiviral 65&-21 and HCV inh inconclusive.
Screening CCOc1ccc(C(C(=O)NC2CCCC2)N(C(=O)c2snc(C(N)=O)c2N)C2CCCC2)cc1 (stereo not drawn) returned LmPK inh 1%, AmpC inh no detg 41%, AmpC inh detg -17%, AMA1 RON2 block -10%, TbPYK inhibitor 6%, HCMV antiviral -25 and HCV inh -13%.
For Cc1ccccc1NC(=O)c1nc2nccc(C)n2n1 the results were LmPK inh inconclusive, AmpC inh no detg 5%[11.4 µM] and AmpC inh detg inconclusive.
Screening CC1=NNC(=O)C1CCC(=O)N/N=C/c1ccc(Cl)cc1Cl (stereo not drawn) returned LmPK inh 0%, AmpC inh no detg -26%, AmpC inh detg -1%, AMA1 RON2 block 32%[activator], TbPYK inhibitor -4%, HCMV antiviral 16 and HCV inh 3%.
For O=C(Cn1nc(Cc2ccncc2)c2ccccc2c1=O)Nc1cccnc1Cl the results were LmPK inh 8%, AmpC inh no detg -1%, AmpC inh detg 4%, AMA1 RON2 block -4%, TbPYK inhibitor -5%, HCMV antiviral -6 and HCV inh 9%.
Screening CC(=O)Nc1cccc(-n2cc3c(c2-c2ccccc2Cl)c(=O)n(C)c(=O)n3C)c1 returned AmpC inh detg 11%, TbPYK inhibitor 0% and HCMV antiviral 12.
`O=C(COC(=O)c1cc([N+](=O)[O-])ccc1Cl)NCCc1ccccc1` gave AmpC inh no detg -22%, AmpC inh detg 5%, AMA1 RON2 block -2%, TbPYK inhibitor -8%, HCMV antiviral -16 and HCV inh 3%.
For CCN(c1ccccc1)S(=O)(=O)c1c(C)noc1C the results were AmpC inh no detg -13%, AmpC inh detg -9%, AMA1 RON2 block -11%, TbPYK inhibitor 5%, HCMV antiviral -3 and HCV inh 20%.
`COc1cc(NC(=S)N2CCN(C)CC2)c(OC)cc1Cl` gave LmPK inh 4%, AmpC inh no detg -6%[2.29 µM], AmpC inh detg -12%, AMA1 RON2 block 0%, TbPYK inhibitor -26%, HCMV antiviral -5 and HCV inh 7%.

Sorted by formula weight (ascending): some entries from above
For Cc1ccccc1NC(=O)c1nc2nccc(C)n2n1 the results were LmPK inh inconclusive, AmpC inh no detg 5%[11.4 µM] and AmpC inh detg inconclusive.
For O=C(Cn1nc(Cc2ccncc2)c2ccccc2c1=O)Nc1cccnc1Cl the results were LmPK inh 8%, AmpC inh no detg -1%, AmpC inh detg 4%, AMA1 RON2 block -4%, TbPYK inhibitor -5%, HCMV antiviral -6 and HCV inh 9%.
`Cc1ccc(C)c(CN2C(=O)c3ccccc3S(=O)c3ccc(C(=O)NCc4ccccc4Cl)cc32)c1` (stereo not drawn) gave AmpC inh detg 11%, TbPYK inhibitor -11% and HCMV antiviral -27.

Next entries follow.
COc1ccc(NS(=O)(=O)c2coc(C(N)=O)c2)cc1Cl was read as LmPK inh 0%, AmpC inh no detg -11%, AmpC inh detg 4%, AMA1 RON2 block -1%, TbPYK inhibitor -5%, HCMV antiviral -24 and HCV inh 10%.
`Cc1ccc(S(=O)(=O)NC(=NC2CCCCC2)c2ccc(F)cc2)cc1` gave LmPK inh -1%, AmpC inh no detg -11%, AmpC inh detg -6%, AMA1 RON2 block -6%, TbPYK inhibitor 5%, HCMV antiviral -33 and HCV inh -3%.
Screening Cc1nc2ncnn2c(C)c1CCC(=O)N1CC(C)CC(C)C1 (stereo not drawn) returned LmPK inh 1%, AmpC inh no detg -19%, AmpC inh detg -15%, AMA1 RON2 block -9%, TbPYK inhibitor 1%, HCMV antiviral 37 and HCV inh 2%.
For Cc1cccc(C(=O)OCC(=O)NC2CCCCCCC2)c1 the results were AmpC inh no detg -16%, AmpC inh detg -3%, AMA1 RON2 block -9%, TbPYK inhibitor 3%, HCMV antiviral -64* and HCV inh -7%.
Cc1cccc(NC(=O)Cn2c(=O)n(Cc3ccc(C(=O)NCc4ccc5c(c4)OCO5)cc3)c(=O)c3ccccc32)c1 was read as AmpC inh detg 1%, TbPYK inhibitor 2% and HCMV antiviral 19.
Screening CCOC(CN=c1nc(N(C)C)ss1)OCC returned AMA1 RON2 block 15%, TbPYK inhibitor -11%, HCMV antiviral 5 and HCV inh 0%.
Screening Cc1cccc(C2=NN(c3ccccc3)[C@H](CO)[C@H]2c2ccccc2)c1 returned AmpC inh no detg -32%, AMA1 RON2 block 112%[activator], TbPYK inhibitor 2% and HCV inh inconclusive.
CCOc1ccccc1NC(=O)CSc1nnc(CNC(=O)c2cc(OC)c(OC)c(OC)c2)o1 was read as LmPK inh -7%, AmpC inh no detg 56%, AmpC inh detg -2%, AMA1 RON2 block 16%, TbPYK inhibitor 2%, HCMV antiviral -18 and HCV inh inconclusive.
Cc1ccc(NC(=O)c2ccc(-n3cccn3)nc2)cc1 was read as LmPK inh 14%, AmpC inh no detg -23%, AmpC inh detg inconclusive, AMA1 RON2 block 1%, TbPYK inhibitor -4%, HCMV antiviral 38 and HCV inh 3%.
For O=C(Nc1ccccc1)C1=C[C@@H](c2csc3ccccc23)C[C@@H](OCc2ccc(CO)cc2)O1 the results were LmPK inh 2%, AmpC inh no detg -5%, AmpC inh detg 8%, AMA1 RON2 block -7%, TbPYK inhibitor 0%, HCMV antiviral 13 and HCV inh 0.32µM*.
Screening COc1ccc(S(=O)(=O)N(C)C)cc1NC(=O)COC(=O)c1n[nH]c2ccccc12 returned AMA1 RON2 block -2%, TbPYK inhibitor 3% and HCMV antiviral -13.
Nc1c(S(=O)(=O)c2cccs2)c2nc3ccccc3nc2n1CCc1ccccc1 was read as LmPK inh 0%, AmpC inh no detg -29% and AmpC inh detg 0%.
CC(C)c1ccc(Nc2nc3c(S(=O)(=O)c4ccc(Br)cc4)nnn3c3ccsc23)cc1 was read as AmpC inh detg 23%, TbPYK inhibitor -3% and HCMV antiviral 5.
Screening Cc1ccc(-c2nc3ccccn3c2C=O)cc1 returned LmPK inh inconclusive, AmpC inh no detg 12%, AmpC inh detg -1%, AMA1 RON2 block -5%, TbPYK inhibitor -7%, HCMV antiviral 16 and HCV inh -16%.

Quoted from above (2 entries):
COc1ccc(NS(=O)(=O)c2coc(C(N)=O)c2)cc1Cl was read as LmPK inh 0%, AmpC inh no detg -11%, AmpC inh detg 4%, AMA1 RON2 block -1%, TbPYK inhibitor -5%, HCMV antiviral -24 and HCV inh 10%.
`Cc1ccc(S(=O)(=O)NC(=NC2CCCCC2)c2ccc(F)cc2)cc1` gave LmPK inh -1%, AmpC inh no detg -11%, AmpC inh detg -6%, AMA1 RON2 block -6%, TbPYK inhibitor 5%, HCMV antiviral -33 and HCV inh -3%.
